Tb PFK block: T. brucei PFK enzyme inhibition | T. brucei PFK, ADP-Glo luminescence | Potency, µM (titrated, usually from 57.5 µM), inactives show top-dose activity, negative = inhibition, most hits filed as inhibitors | 0.17% of 330,000 active | AID 485367;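 also: potency is read from the fitted curve at half-maximal effect; 0% = uninhibited 1x PFK enzyme wells and -100% = no-enzyme wells; nearly all actives have a fitted effect of over 60% in size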
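Luminescent ADP detection (ADP-Glo, two-step: ATP depletion then ADP-to-ATP conversion for luciferase) reported PFK activity after 45 min room-temperature reaction of 1.25 nM enzyme with 0.5 mM F6P and 0.1 mM ATP at pH 8.0.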
TSHR antag: blocks TSH signaling through the human TSH receptor; TSHR-expressing cells, TSH-stimulated cAMP HTRF, 2 h; hits give low values; 0.2% of 330,000 active; activity change, negative = inhibition, % at 11.5 µM;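 active = activity change below a set negative limit, meaning inhibition stronger than a set level, cut at about -70% in these data; inconclusive = activity change between two set negative limits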; also: % is scaled to controls: 0 for no effect and ±100 for the full control effect
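TSHR-expressing cells were treated with compounds, then stimulated with TSH at EC80 (4nM final) for 2 hours at 37 deg C. Cellular cAMP was measured by HTRF competition between lysate cAMP and cAMP-d2 for a cryptate-labelled anti-cAMP antibody.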
uPA surface inh: inhibitors of cell surface uPA generation. cell surface uPA generation assay, qHTS. Potency, µM (titrated, usually from 38.3 µM), without a hit: top-dose activity change, negative = inhibition, usual class: inhibitors. 0.31% of 330,000 active. AID 540303; active = well fitted inhibition curve with a large enough effect; inconclusive = small, poorly fitted or top-dose-only effect; inactive = no such curve, though single readings can be large or run the other way; tested in mouse RAW 264.7 cells; also: potency is read from the fitted curve at half-maximal effect; % is scaled to controls: 0 for no effect and ±100 for the full control effect; nearly all actives have a fitted effect of over 55% in size
BCR signal inh: chronic active BCR signaling inhibition | ABC-DLBCL IkBa-CBG/CBR reporter, luminescence ratio, 4 h | Potency, µM (series often up to 46.1 µM), for inactives: top-dose ratio change, negative = lower green/red ratio, most hits filed as inhibitors | 0.05% of 340,000 active | AID 493014; active = well fitted inhibition curve with a large enough effect in the signal ratio, with a control signal flat, not every such curve was filed as active; inconclusive = small, poorly fitted or top-dose-only effect, or effect the other way, or a change in a side signal; the % refers to the signal ratio;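 also: potency is read from the fitted curve at half-maximal effect; plate controls were basal doxycycline-induced cells for no effect and cells given 10 µM MG132 for full effect; MG132 reads +100%, hits lower the ratio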
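Concentration-response series (up to 46 uM) were applied to TMD8 dual-reporter cells for 4 h at 37C with doxycycline. Green/red ratio, after filter-overlap correction, defined %Activity; red signal alone was normalised to basal cells and zero luminescence.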
TCR activator: activates T cell receptor signaling | 330,000 tested, under 10 active | primary human leukocytes, anti-CD3, IL-2 HTRF, 48 h | AID 504894 | Potency, µM (top dose mostly 9.22 µM), inactives show at the top dose activation of IL-2 secretion, usual class: activators; also: % of control where 0% means no effect
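HTRF read-out of IL-2 secretion: europium cryptate donor excited at 320nm, d2 acceptor emission at 665nm. Cells were primary human leukocytes incubated 48 hr with compounds and a-CD3 beads, supplying TCR signal only.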
PTAP TSG101 blk: blocks PTAP/TSG101 interaction to inhibit HIV-1 budding | AID 493005 | Q99816 | Fluorescence polarization, FITC-PTAP peptide / Tsg101 binding | 340,000 tested, under 10 active | Potency, µM (highest dose often 115 µM), for the others: top-dose activity change, negative = inhibition, actives largely listed as inhibitors; active = well fitted inhibition curve with a large enough effect in the main read-out, with a control signal flat, not every such curve was filed as active; inconclusive = small, poorly fitted or top-dose-only effect, or effect the other way, or a change in a side signal; inactive = no such curve, though single readings can be large or run the other way; also: potency is read from the fitted curve at half-maximal effect; % of control where 0% means no effect
Target sequence (Q99816 whole entry, looked up): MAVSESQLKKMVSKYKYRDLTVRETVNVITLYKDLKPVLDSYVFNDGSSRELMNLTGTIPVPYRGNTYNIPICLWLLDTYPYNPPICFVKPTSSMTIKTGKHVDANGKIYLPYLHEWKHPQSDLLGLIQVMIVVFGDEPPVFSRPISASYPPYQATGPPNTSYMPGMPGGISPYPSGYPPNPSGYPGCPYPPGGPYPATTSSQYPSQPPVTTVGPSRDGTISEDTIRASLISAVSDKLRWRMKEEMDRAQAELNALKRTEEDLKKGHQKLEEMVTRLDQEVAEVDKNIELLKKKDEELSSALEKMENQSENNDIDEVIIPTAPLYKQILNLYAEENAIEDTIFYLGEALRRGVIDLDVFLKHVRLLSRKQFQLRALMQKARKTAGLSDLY
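Fluorescence anisotropy tracks displacement of a FITC-tagged PTAP peptide (50 nM) from the Tsg101 binding domain (10 uM), following a 20 min room-temperature incubation at pH 7.5.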
Eya2 inh: Eya2 (human) phosphatase inhibition; recombinant Eya2, OMFP fluorescence dephosphorylation (OMFP is methylfluorescein phosphate); Potency, µM (doses to about 76.9 µM), inactives show at the top dose activity, negative = inhibition, actives largely listed as inhibitors; 0.006% of 330,000 active; also: potency is read from the fitted curve at half-maximal effect; % is scaled to controls: 0 for no effect and ±100 for the full control effect
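Eya2 protein (added as 0.2 uM solution) was preincubated with compound for 10 min at ambient temperature in 50 mM HEPES pH 7.5, 50 mM NaCl, 5 uM MgCl2, 0.05% BSA, 1 mM DTT. OMFP (added at 50 uM) then reacted 10 min; fluorescence read at 485/525 nm.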
B2AR arrestin: beta2AR (human) beta-arrestin recruitment activity; P07550; beta-arrestin recruitment to beta2AR, cell-based reporter; Potency, µM (top dose mostly 46.1 µM), inactives show top-dose activation, hits mostly activators; 0.02% of 330,000 active; AID 492947;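 also: potency is read from the fitted curve at half-maximal effect; 0% = DMSO controls and full agonism = EC100 isoproterenol or metaproterenol; nearly all actives have a fitted effect of over 65% in size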
ELG1 DNA repair: inhibitors of ELG1-dependent DNA repair in HEK293T cells. HEK293T ELG1-luciferase reporter, luminescence, 16 h; DNA damage induced by 5-fluorouridine. Potency, µM (highest dose often 46.1 µM), for inactives: top-dose activity change, negative = inhibition, usual class: inhibitors. 2.3% of 330,000 active; also: potency is read from the fitted curve at half-maximal effect; % is scaled to controls: 0 for no effect and ±100 for the full control effect; nearly all actives have a fitted effect of over 55% in size
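Quantitative HTS, concentration-response format. 2,000 cells/well co-treated with 5-fluorouridine and compound, 16 hr in 5% CO2 at 37 °C; ONE-Glo luminescence read after 30 min.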
USP2a block: blocks human ubiquitin-specific protease USP2a. O75604. USP2 core, Ub-CHOP2 coupled fluorogenic reporter, 485/531. Potency, µM (titrated, usually from 38.3 µM), without a hit: at the top dose activity change, negative = inhibition, most hits filed as inhibitors. 0.01% of 330,000 active. AID 463254;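 also: potency is read from the fitted curve at half-maximal effect; plate controls were DMSO wells for no effect and full inhibition by NEM control for full effect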
Target sequence (O75604 whole entry, looked up): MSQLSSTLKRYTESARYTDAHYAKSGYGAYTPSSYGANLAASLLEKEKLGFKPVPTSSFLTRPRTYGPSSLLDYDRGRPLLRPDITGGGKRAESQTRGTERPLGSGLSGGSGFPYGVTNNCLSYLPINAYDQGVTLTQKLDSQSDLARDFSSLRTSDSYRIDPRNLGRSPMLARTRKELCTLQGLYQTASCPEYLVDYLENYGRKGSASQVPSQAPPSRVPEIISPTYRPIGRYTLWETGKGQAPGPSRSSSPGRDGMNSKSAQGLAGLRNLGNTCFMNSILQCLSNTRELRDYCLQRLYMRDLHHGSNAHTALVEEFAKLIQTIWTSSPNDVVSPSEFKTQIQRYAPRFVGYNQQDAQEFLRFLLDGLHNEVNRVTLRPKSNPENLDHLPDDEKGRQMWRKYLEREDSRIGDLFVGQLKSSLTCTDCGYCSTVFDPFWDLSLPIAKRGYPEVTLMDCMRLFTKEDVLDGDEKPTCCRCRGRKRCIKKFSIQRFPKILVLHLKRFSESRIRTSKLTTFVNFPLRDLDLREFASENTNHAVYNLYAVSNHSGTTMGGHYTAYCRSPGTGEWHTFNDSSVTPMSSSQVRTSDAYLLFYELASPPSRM
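Cell-free coupled assay: 10nM USP2 core preincubated 30min RT with compound in Tris-HCl pH 8.0/CaCl2/CHAPS buffer, then 25nM Ub-CHOP2 and 25nM reporter substrate; fluorescence (Ex 485/Em 531) read after 60min RT, normalized to NEM inhibition, concentration-response curves fitted.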
Mito fusion act: mitochondrial division inhibition or fusion activation; Potency, µM (highest dose often 46.1 µM), inactives show at the highest dose growth rescue (activation), hits mostly activators; S. cerevisiae fusion-defective mutant growth rescue, CellTiterGlo 48 h; 0.23% of 320,000 active;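 also: potency is read from the fitted curve at half-maximal effect; % of control where 0% means no effect; nearly all actives have a fitted effect of over 45% in size; temperature-sensitive fusion mutants such as fzo1-1 at 37 °C on non-fermentable ethanol glycerol medium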
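Compounds are tested for their ability to restore growth of mitochondrial fusion-defective yeast strains at non-permissive 37C in YPEG medium over 48 hours. Viability is quantified by luciferase luminescence.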
* = called active by the depositor; u = inconclusive; x = no result given; & = joins results of further samples; [ ] = dose if it differs, or a comment. Unless noted, calls follow the shape of the dose curve; as a rule, active = well fitted curve in the direction sought with a large enough effect; inconclusive = small, poorly fitted or top-dose-only effect, or another doubt; inactive = no such curve, though single readings can be large; an effect the other way counts as inactive or inconclusive.

SMILES	Tb PFK block	TSHR antag	uPA surface inh	BCR signal inh	TCR activator	PTAP TSG101 blk	Eya2 inh	B2AR arrestin	ELG1 DNA repair	USP2a block	Mito fusion act
O=C(c1cc2ccccc2o1)N1CC=C(c2ccccc2)CC1	1%	-5	-1%	4%	1%	-2%	-11%	0.0%	0%	0%	-5%
CCC(C)NS(=O)(=O)c1ccc(NC(=O)c2ccc([N+](=O)[O-])cc2Cl)cc1 (configuration not stated)	-6%	-8	-4%	5%	1%[46.1 µM]	0%	4%	-0.5%	1%	2%	21%
N=c1c[n+](N2CCOCC2)[n-]o1	-4%	-12&-28	11%	u	-3%	-8%	3%&1%	-0.4%	-2%	2%	8%&0%
CSCC(=O)NS(=O)(=O)c1ccc(C)cc1	-3%	41	7%	2%	1%	-1%	-2%	0.3%	6%	0%	4%
O=C(CSc1nc(-c2ccco2)cc(C(F)(F)F)n1)N1CCSCC1	7%	-12	3%	u	-4%[46.1 µM]	0%	-4%	-0.4%	-21%	-1%	24%
c1ccc(-c2noc(CSc3nnnn3C3CCCCC3)n2)cc1	4%	0	0%	9%	2%	-2%	-10%	-0.2%	u	-3%	-2%
COc1ccc(CCNC2CC(=O)N(N(C)C)C2=O)cc1OC (configuration not stated)	0%	2	6%	-2%	4%	-5%	-11%	-1.0%	10%	12%	-1%
OCCC1CN(Cc2cc3c(cc2Cl)OCO3)CCN1Cc1ccccc1 (configuration not stated)	4%	-3	2%	u	-1%	-1%	2%	-0.6%	-9%	-3%	5%
COc1cc(/C=C/C(=O)OCC(=O)NCCC2=CCCCC2)ccc1O	-4%	-5	-3%	5%	2%	0%	-1%	-0.7%	13%	2%	u
CCC(CCCO)CCC[C@H](C)CCC1OCCO1 (some centres not stated)	6%	-15	9%	3%	5%	x	-7%	0.2%	16%	0%	13%
NS(=O)(=O)c1ccc(NC(=O)COC(=O)c2c3c(nc4ccccc24)/C(=C\c2ccc4c(c2)OCO4)CCC3)cc1	5%	-3	-8%	u	4%	5%	-9%	-0.9%	21µM*	-1%	-2%
O=C(CN1CCSC1=NCc1ccccc1)c1ccc(Cl)cc1	9%	3	4%	0%	-1%[46.1 µM]	-8%	-1%	-0.6%	6%	1%	-12%
Cc1ccc(OCC(=O)NC2CCS(=O)(=O)C2)c([N+](=O)[O-])n1 (configuration not stated)	0%	7	6%	-34%	-3%	-2%	-9%	0.3%	-1%	0%	-3%
O=C(NCCN1CCCC1)C1CCC(=O)N(CCCN2CCOCC2)C1 (configuration not stated)	1%	15	-1%	-2%	8%	0%	6%	0.5%	0%	2%	2%
CC1CN(C(=O)CCN2C(=O)c3ccccc3C2=O)CC(C)O1 (configuration not stated)	-3%	1	-5%	8%	2%[46.1 µM]	-13%	0%	0.1%	26%	1%	0%
Cc1nnc2ccc(N3CCOCC3)nn12	-2%	11	-1%	-9%	2%	3%	-3%	0.0%	u	-1%	0%
CCOC(=O)N1CCN(C(=O)c2cc(COc3ccc(F)cc3F)on2)CC1	-6%	31	3%	1%	-2%	-2%	2%	-0.1%	u	1%	0%
COc1ccccc1NC(=O)CCN1CCN(Cc2ccccc2)CC1	-2%	-1	-8%	20%	12%	-1%	-12%	-0.5%	-3%	0%	-2%
CC(C)N(CCNC(=O)c1oc(=O)c2ccccc2c1-c1ccccc1)Cc1ccco1	1%	-3	-1%	1%	1%	-3%	4%	0.1%	0%	0%	18%
CC(=O)CN1Cc2ccccc2/C1=N\C(=O)Nc1ccccc1	3%	4	-2%	-7%	x	-1%	1%	-0.2%	u	-5%	0%
O=C(CN1C(=O)C2CC=CCC2C1=O)Nc1nccs1 (configuration not stated)	0%	9	-3%	7%	-1%	-4%	21%	0.1%	6%	2%	0%
O=C(Nc1nc2c(F)cc(F)cc2s1)c1ccco1	4%	-23	u	u	-30%	0%	17%	-0.1%	u	0%	7%
Cc1noc(C)c1S(=O)(=O)N1CCCC(C(=O)NCc2ccccc2Cl)C1 (configuration not stated)	-8%	6	5%	-2%	-6%	-2%	5%	-0.5%	12%	1%	-4%
CCN1C(=O)C(CC(=O)Nc2ccc(OC)cc2)N(CCc2ccc(F)cc2)C1=S (configuration not stated)	-3%	6	18%	u	0%	2%	-15%	0.2%	u	6%	-1%
CCc1cc2ccccc2nc1SCC(=O)Nc1cc(OC)c(OC)cc1C(=O)O	2%	19	2%	2%	0%[46.1 µM]	-1%	-5%	-0.3%	0%	1%	4%

The list continues.
SMILES	Tb PFK block	TSHR antag	uPA surface inh	BCR signal inh	TCR activator	PTAP TSG101 blk	Eya2 inh	B2AR arrestin	ELG1 DNA repair	USP2a block	Mito fusion act
Cc1ccc(/C(O)=C2\C(=O)C(=O)N(CCN(C)C)C2c2ccccc2F)cc1 (configuration not stated)	0%	-2	2%	6%	3%	-1%	11%	0.3%	2%	0%	-1%
C=CCOc1ccc(/C=C/C(=O)OC(C)C(=O)Nc2ccc(NC(C)=O)cc2)cc1 (configuration not stated)	-6%	0	5%	0%	8%	1%	25%	0.2%	-29%	1%	1%
COc1cc(NS(=O)(=O)c2cc3c(cc2C)NC(=O)CO3)cc(OC)c1	1%	-3	13%	-13%	-2%	0%	7%	0.4%	-27%	1%	-2%
COCCCNS(=O)(=O)c1ccc(SC)cc1	-5%	6	1%	3%	-2%[46.1 µM]	-3%	4%	-1.0%	-1%	2%	-4%
COc1ccc(C23CC4CC(CC(C(=O)O)(C4)C2)C3)c(F)c1	-4%	-5	6%	u	1%	-1%	1%	-1.2%	0%	0%	3%
CC1CCC2(CC1)NC(=O)N(CC(=O)Nc1cccnc1Cl)C2=O (configuration not stated)	-4%	6	8%	u	11%	-4%	u	0.2%	u	-5%	2%
CCCCCCn1c(N2CCN(c3cccc(Cl)c3)CC2)nc2c1c(=O)[nH]c(=O)n2C	0%	-3	1%	-10%	-167%	0%	-3%	0.2%	u	-4%	4%
CN(C)c1ccc(C=C(c2nnnn2-c2ccccc2)c2nnnn2-c2ccccc2)cc1	0%	-9	6%	7%	-1%[46.1 µM]	6%	4%	2.5%	12µM*	5%	13%
CSc1ccc(/C=C/C(=O)NC23CC4CC(CC(C4)C2)C3)cc1	0%	-26	-4%	1%	4%[46.1 µM]	-1%	6%	-0.9%	u	-2%	10%
O=C(N/N=C/c1c[nH]c2ccc(Br)cc12)c1ccn(Cc2ccc(Cl)cc2)n1	-6%	-8	-10%	u	-9%	-1%	11%	0.2%	u	-3%	-4%
O=C(c1cc2c(s1)-c1ccccc1OC2)N1CCN(c2ccccc2)CC1	5%	-38	11%	u	3%	-1%	21%	0.0%	x	-15%	u
CC1(C)CC(=O)C=C(OC(=O)c2ccc(Cl)cc2)C1	-1%	-7	6%	9%	-6%	-1%	0%	-0.2%	16%	0%	10%
Cc1csc(SCC(=O)Nc2nncs2)n1	-2%	-8	-3%	-13%	2%	-5%	-1%	-0.1%	13%	3%	4%
Cc1cc(C)n(-c2nc3ccccc3n3nnnc23)n1	-2%	24	5%	-11%	-1%	-3%	-2%	8.8%	-21%	0%	18%
CSc1nc(Oc2ccc(C)cc2)cc(C(F)(F)F)n1	-1%	1	11%	-7%	4%	-5%	5%	0.5%	5%	-1%	-1%
CCOC(=O)/N=C(/NC(=O)Nc1ccc(C(=O)OCC)cc1)OC	-4%	3	1%	10%	-6%	-3%	10%	0.2%	15%	3%	-5%
CCn1c(O)c(N=NC(=O)C2C(=O)NCC2c2ccccc2)c2ccccc21 (configuration not stated)	5%	3	-1%	0%	-3%[46.1 µM]	-3%	-14%	0.1%	2%	1%	-8%
CCN1CCN(C(=O)CCCCCn2c(=O)[nH]c3cc(C(=O)OC)ccc3c2=O)CC1	6%	-6	2%	u	9%	-1%	18%	0.0%	0%	3%	1%
CC1=C[C@H]2Cc3cc(C)cc(C)c3S(=O)(=O)[C@@H]2C=C1	-2%	1	1%	u	-3%[46.1 µM]	-7%	-5%	-0.3%	16µM*	4%	1%
CN(c1ccccc1)S(=O)(=O)c1ccc(Cl)c(C(=O)OCC(N)=O)c1	-1%	15	2%	-4%	7%	-2%	2%	0.0%	-3%	-2%	-7%

Rows are unselected. About 3% of those tested had a hit in this group.
